Source: PubChem BioAssay (several laboratories)
GSK3B inh: blocks human GSK3beta kinase activity; P49841; GST-GSK3beta kinase, ADP-Glo luminescence, 60 min; active compounds read low; activity score (negative = inhibition), % at 10 µM; hit rate 0.038% among 300,000;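 active = more than half of replicate wells score below -50%, meaning over 50% inhibition versus plate controls; inconclusive = some replicates but at most half score below -50%; inactive = no replicate scores below -50%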;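 note: 0% = median DMSO wells and -100% = median GW8510 positive control wells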
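Test system – GST-tagged human GSK3beta kinase, cell-free · Incubation – 60 min enzyme reaction, room temperature · Signal – ADP-Glo luminescence · Also added – peptide substrate and ATP at 25 µM · Controls – DMSO neutral wells and GW8510 at 20 µM as positive · Buffer or medium – Tris/MgCl2 kinase buffer · Measure – Luminescence-derived activity versus plate DMSO and GW8510 wells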
Dyrk1A ADPGlo: Dyrk1A (rat) kinase inhibition; hit rate 0.43% among 310,000; ADP-Glo luminescence, NFATc1 peptide; inhibition, % at 12.5 µM; in the data active = inhibition above about 50%;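 note: plate controls were vehicle with enzyme for no effect and no enzyme for full effect; many of its hits are not listed in these tables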
HSP90 inh: inhibitors of HSP90 luciferase refolding in rabbit reticulocyte lysate | luciferase refolding luminescence, 3 h | inhibition, % at 5.6 µM | hit rate 0.91% among 290,000 | AID 1789;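 active = inhibition above the screen-wide mean plus 3 SD, computed separately per campaign, cut at about 16% in these data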;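 note: 0% = DMSO wells and 100% = 60 µM geldanamycin wells; inhibitors lower the luminescence because luciferase stays unfolded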
Platelet DG rel: platelet dense granule release activity; hit rate 0.22% among 300,000; inhibition, %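 (compounds screened at 7.5 µM in platelet-rich plasma)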; human platelet-rich plasma, SFLLRN dense granule ATP release, luminescence;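 active = mean replicate score, as percent of positive control, at or above 50; inconclusive = mean below 50 but at least one replicate at or above 50; inactive = mean and every replicate below 50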
HSF1 inh: HSF1 inhibition; NIH3T3-HGL HSE-luciferase, MG132-induced, luminescence 8 h; active compounds read low; activity change, negative = inhibition, % at 7.5 µM (by protocol); hit rate 0.77% among 300,000; AID 2098;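 active = more than half of replicate wells show activity change below -50%, luminescence cut by over half; inconclusive = some wells, but at most half, below -50%; inactive = no replicate well below -50%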;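 note: luciferase reports HSF-1 transcriptional activity via heat shock element; 0% = median of DMSO wells and -100% = zero luminescence signal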
HDAC3 inh: human HDAC3 inhibition; inhibition, % at 8.3 µM; hit rate 0.15% among 320,000; recombinant HDAC3, fluorogenic peptide/trypsin coupled, fluorescence; O15379; in the data active = inhibition above about 26%, passing the limit was not always enough; inconclusive = no clear call, values can overlap the other calls
Target sequence (O15379 whole entry, looked up): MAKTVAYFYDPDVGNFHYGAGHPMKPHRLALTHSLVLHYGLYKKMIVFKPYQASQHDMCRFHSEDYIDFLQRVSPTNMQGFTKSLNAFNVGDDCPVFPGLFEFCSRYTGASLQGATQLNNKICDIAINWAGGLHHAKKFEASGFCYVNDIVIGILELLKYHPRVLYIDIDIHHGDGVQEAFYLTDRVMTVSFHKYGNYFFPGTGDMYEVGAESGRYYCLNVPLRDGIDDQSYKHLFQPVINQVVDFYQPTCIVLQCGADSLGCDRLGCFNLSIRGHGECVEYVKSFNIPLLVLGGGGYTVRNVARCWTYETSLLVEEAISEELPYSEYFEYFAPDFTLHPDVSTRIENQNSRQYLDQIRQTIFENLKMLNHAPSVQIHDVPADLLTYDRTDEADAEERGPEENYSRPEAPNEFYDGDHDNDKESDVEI
GSK3A inh: inhibitors of human GSK-3 alpha kinase | inhibition, % at 10 µM | hit rate 0.1% among 320,000 | ADP-Glo luminescence, 60 min | AID 2650 | P49840;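 in the data active = inhibition above about 50%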;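 note: GST-tagged GSK-3 alpha with peptide substrate and 25 µM ATP; 0% = DMSO neutral wells and 100% = GW8510 positive control wells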
Target sequence (P49840 whole entry, looked up): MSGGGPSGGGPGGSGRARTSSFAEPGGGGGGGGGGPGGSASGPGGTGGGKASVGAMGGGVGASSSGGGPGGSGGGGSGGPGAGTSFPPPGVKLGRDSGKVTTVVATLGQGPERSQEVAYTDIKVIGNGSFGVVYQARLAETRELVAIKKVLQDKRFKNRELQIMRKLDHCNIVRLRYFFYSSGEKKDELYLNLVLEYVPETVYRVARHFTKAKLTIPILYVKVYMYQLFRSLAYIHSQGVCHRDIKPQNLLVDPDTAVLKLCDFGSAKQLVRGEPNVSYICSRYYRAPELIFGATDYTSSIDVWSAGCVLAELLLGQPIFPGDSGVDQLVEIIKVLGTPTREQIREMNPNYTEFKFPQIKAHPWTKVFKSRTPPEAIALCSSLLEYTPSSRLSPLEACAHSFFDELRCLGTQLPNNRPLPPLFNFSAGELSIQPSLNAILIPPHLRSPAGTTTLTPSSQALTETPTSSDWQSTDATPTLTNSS
AI-2 QS mod: Vibrio harveyi AI-2 quorum sensing modulation; Vibrio harveyi JMH597 AI-2 luminescence/OD600 ratio, 9 h; active compounds read low; strain lacks LuxN and CqsS sensors; 0 = neutral-control median; activity change, % at 7.5 µM; hit rate 0.4% among 300,000; AID 2094; in the data active = activity change below about -75%, passing the limit was not always enough; inconclusive = no clear call, values can overlap the other calls;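 note: luminescence divided by OD600 gain over 9 h not by final OD600 alone; inactives centre near 13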
PolyA inhibitor: blocks polyadenylation in yeast reporter cells. S. cerevisiae SKY197-pL101 polyadenylation reporter, beta-gal luminescence; efflux-impaired pdr1/pdr3 knockout yeast; score 100 = 6 SD above DMSO. calls only at 12 µM. hit rate 0.02% among 300,000;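 active = lowest replicate activity score at least 50, where 100 means six control SD above control mean; inconclusive = lowest score under 50 but half or more replicates reach 50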;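 note: yeast exposed to compound for 9 h at 30 °C; higher score means more reporter readthrough which indicates perturbed polyadenylation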
HSF1 activator: increases HSF-1 driven luciferase reporter signal; NIH3T3-HGL HSF-1 luciferase reporter, MG132, 8 h; 100% = twice DMSO control signal; activation, % at 9 µM; hit rate 1.7% among 300,000;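 active = mean replicate activation of at least 50% with a set share of replicates each reaching 50%; inconclusive = only one of those two conditions met; inactive = mean below 50% and too few replicates reaching it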;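 note: 0% = median of the neutral control wells and 100% = twice that signal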
Starred values were filed as active, the others as inactive; i = inactive; ? = inconclusive; · = not tested or not shown. Some of the compounds tested; rates above refer to the full screens.

smiles | GSK3B inh | Dyrk1A ADPGlo | HSP90 inh | Platelet DG rel | HSF1 inh | HDAC3 inh | GSK3A inh | AI-2 QS mod | PolyA inhibitor | HSF1 activator
O=C(O)c1sccc1SCc1ccc(Cl)cc1Cl | 6 | -7 | 0 | 0 | -3 | -6 | -5 | -10 | i | 11
Cc1ccc(OCCNC(=O)c2ccccc2F)cc1 | 2 | 8 | -3 | -2 | 6 | 2 | 0 | -45 | i | 23
Cc1ccc(OCc2nnc(-c3ccc(Cl)cc3)o2)cc1 | 0 | 10 | · | 1 | -1 | 3 | -2 | -66 | i | 7
COc1cc(OC)c2c(-c3ccccc3)cc(=O)oc2c1C(CCN1CCCC(C)C1)c1ccc2c(c1)OCO2 (centres undefined) | 1 | -3 | · | 2 | 2 | 18 | 4 | 1 | i | -12
O=C(N/N=C/c1ccncc1)c1ccccc1OCc1ccc(Br)cc1 | -3 | 3 | 0 | 3 | 6 | 10 | 1 | 18 | i | 26
COc1ccc(F)cc1S(=O)(=O)Nc1ccc2c(c1)OCCO2 | 0 | -5 | -6 | -5 | 0 | 2 | -3 | 19 | i | 5
Nc1ccc(S(=O)(=O)Nc2nccc(/C=C/c3ccc(Cl)cc3Cl)n2)cc1 | 0 | -8 | 1 | 1 | · | 9 | -1 | 9 | i | ·
CCCn1c(C)cc(/C=C(\C#N)C(=O)OCC(=O)NC(=O)NC(C)(C)C)c1C | 3 | -6 | -2 | 6 | 1 | 12 | -4 | 11 | i | 11
Cc1cc(C(=O)NNC(=O)CCCCC(=O)NNC(=O)c2cc(C)[nH]n2)n[nH]1 | -3 | 0 | 6 | 13 | -5 | -1 | -1 | 6 | i | -12
CC(C)[C@H](NS(=O)(=O)/C=C/c1ccccc1)C(=O)OCC(=O)NC(N)=O | 1 | 8 | 0 | 1 | 10 | 2 | 2 | 16 | i | -16
COc1ccc(OC)c(CNC(=O)c2coc(=O)c3ccccc23)c1 | -1 | -6 | 0 | ? | 5 | -3 | 0 | 15 | i | 0
NC(=O)CN1CCN(c2ccccc2F)CC1 | · | -5 | 5 | · | · | -8 | 2 | · | · | ·
COc1ccc(NC(=O)c2ccc3snnc3c2)cc1 | -2 | · | -8 | -1 | 10 | 3 | 3 | 4 | i | 19
COc1cnn(-c2ccccc2)c(=O)c1SCc1ccc(Cl)c(Cl)c1 | -1 | -1 | 2 | -5 | 7 | -6 | -2 | 7 | i | 12
CCCCNC(=O)CSc1nnc(Cc2ccccc2)n1CC1CCCO1 (centres undefined) | 3 | -5 | 0 | -3 | -8 | 5 | -2 | 12 | i | -5
Cc1nc2c(C)c(C)c(C)c(C)c2nc1C | -1 | · | 0 | -3 | -3 | 3 | 0 | 11 | i | 6
CCc1c(C(=O)NCCc2cccc(C)c2)[nH]c(C)c1C(C)=O | 0 | 7 | 3 | 10 | 5 | 4 | -1 | 8 | i | 8
COc1cccc(/C=C/C(=O)OCC(=O)NCc2ccco2)c1 | 2 | 2 | 2 | -8 | -11 | -3 | -1 | 17 | i | 5
CSc1cccc(NC(=S)Nc2cc(C)ccc2C)c1 | 6 | · | 1 | -5 | -13 | -3 | 0 | -10 | i | 1
CN(CCNC(=O)c1ccc(CS(=O)(=O)c2c(Cl)cccc2Cl)o1)CCc1ccccc1 | 0 | 3 | 2 | -5 | -3 | -3 | 0 | 15 | i | -13

Taken from the results shown (6 entries):
smiles | GSK3B inh | Dyrk1A ADPGlo | HSP90 inh | Platelet DG rel | HSF1 inh | HDAC3 inh | GSK3A inh | AI-2 QS mod | PolyA inhibitor | HSF1 activator
O=C(O)c1sccc1SCc1ccc(Cl)cc1Cl | 6 | -7 | 0 | 0 | -3 | -6 | -5 | -10 | i | 11
Cc1ccc(OCCNC(=O)c2ccccc2F)cc1 | 2 | 8 | -3 | -2 | 6 | 2 | 0 | -45 | i | 23
Cc1ccc(OCc2nnc(-c3ccc(Cl)cc3)o2)cc1 | 0 | 10 | · | 1 | -1 | 3 | -2 | -66 | i | 7
COc1cc(OC)c2c(-c3ccccc3)cc(=O)oc2c1C(CCN1CCCC(C)C1)c1ccc2c(c1)OCO2 (centres undefined) | 1 | -3 | · | 2 | 2 | 18 | 4 | 1 | i | -12
O=C(N/N=C/c1ccncc1)c1ccccc1OCc1ccc(Br)cc1 | -3 | 3 | 0 | 3 | 6 | 10 | 1 | 18 | i | 26
COc1ccc(F)cc1S(=O)(=O)Nc1ccc2c(c1)OCCO2 | 0 | -5 | -6 | -5 | 0 | 2 | -3 | 19 | i | 5

New compounds follow:
smiles | GSK3B inh | Dyrk1A ADPGlo | HSP90 inh | Platelet DG rel | HSF1 inh | HDAC3 inh | GSK3A inh | AI-2 QS mod | PolyA inhibitor | HSF1 activator
Cc1ccc(NC(=O)C(C)OC(=O)c2ccc(NC(=O)CC#N)cc2)cc1S(=O)(=O)N1CCOCC1 (centres undefined) | -1 | 8 | · | 8 | -8 | 6 | -1 | 0 | i | 5
O=C(c1ccc(-c2cccc(C(F)(F)F)c2)o1)N1CCOCC1 | -12 | 3 | -1 | -17 | 12 | 4 | -1 | 25 | i | 22
CC1=NN(C(=O)COc2cc(C)ccc2C(C)C)C(O)(c2ccccc2)C1 (centres undefined) | -2 | -5 | 0 | 10 | 11 | 8 | -5 | 33 | i | 5
CC(C)C(=O)N1CCN(c2ccc(NC(=O)COc3ccccc3[N+](=O)[O-])cc2)CC1 | 1 | -5 | -1 | 6 | 32 | -1 | 1 | 18 | i | 20
COc1ccc(N=Cc2c(O)[nH]c3ccccc23)cc1 | -1 | 3 | -2 | 18 | 40 | -4 | 3 | 2 | i | 63*
Cc1ccc(S(=O)(=O)/N=C(\CN2CCOCC2)N2CCCC2)cc1 | -3 | -10 | -3 | 8 | -4 | 3 | 4 | 4 | i | -11
C/C(=N\NC(=O)c1nn(C)cc1Br)c1cccc(NC(=O)c2ccncc2)c1 | 0 | 8 | 1 | -2 | 6 | 0 | 3 | 31 | i | 27
CCOc1ccccc1OCCCC(=O)NC1CCCc2ccccc21 (centres undefined) | -1 | -2 | 2 | 0 | -2 | -2 | -1 | 10 | i | 0
O=C(CCc1nc2ccccc2s1)c1ccccc1 | 0 | 11 | 2 | -9 | 21 | -3 | -1 | -53 | i | 8
COc1cc(CNCCO)cc(Br)c1OCc1ccccc1 | -1 | · | 3 | 0 | 3 | -5 | -1 | 12 | i | 3
COc1cccc2cc(C(=O)c3ccccc3)oc12 | -3 | 0 | -3 | 3 | 18 | 6 | 1 | 21 | i | 39
Cc1ccc(-c2noc(-c3ccccc3Br)n2)cc1 | 3 | 9 | -5 | · | · | -3 | 5 | 4 | i | ·
CCC(C)C(NC(=O)C1CCC(C)CC1)C(=O)NC(C(=O)OC)C(C)C (centres undefined) | 2 | 12 | 3 | · | · | 2 | 1 | 19 | i | ·
CCCn1c(N2CCN(C)CC2)nc2c1c(=O)[nH]c(=O)n2C | 0 | -15 | 1 | 0 | -18 | 5 | -1 | 23 | i | -1
Cc1cc(C=C2C(=O)c3ccccc3C2=O)c(C)n1-c1ccc(Cl)cc1 | -1 | -1 | -1 | 3 | 1 | · | · | 14 | i | 12
Cn1cnnc1SCC(=O)N1CCN(C(=O)c2ccco2)CC1 | 2 | · | -4 | -6 | -3 | -5 | -2 | 51 | i | 0
CCN(CC)CCN(C(=O)c1ccc([N+](=O)[O-])cc1)c1nc2c(OC)cccc2s1 | -6 | · | -7 | 0 | -6 | -1 | 0 | 24 | i | -19
CC(C)CN(C)Cc1c(C(=O)N2CCc3ccccc3C2)nc2ccc(Cl)cn12 | 1 | -1 | 1 | -1 | 2 | 8 | 3 | 21 | i | 10
c1cc2c(cc1NC1CCCCCC1)OCO2 | 0 | · | -2 | 4 | -2 | 14 | 2 | 22 | i | -11
COCCN=C1Sc2nc3ccc(C)cc3cc2CN1Cc1ccco1 | 0 | 1 | 2 | -12 | 0 | 2 | 0 | 20 | i | 17

smiles | GSK3B inh | Dyrk1A ADPGlo | HSP90 inh | Platelet DG rel | HSF1 inh | HDAC3 inh | GSK3A inh | AI-2 QS mod | PolyA inhibitor | HSF1 activator
O=C(COc1ccc(/C=N/NC(=O)c2ccc(O)cc2)cc1)Nc1cccc([N+](=O)[O-])c1 | 4 | -4 | -4 | -7 | -6 | -6 | -2 | 2 | i | -8
CCC1C(=O)CC(c2ccc([N+](=O)[O-])cc2)NC1c1ccc([N+](=O)[O-])cc1 (centres undefined) | 3 | -2 | 0 | -2 | 12 | -4 | -4 | 38 | i | 26
CC(=O)NCCc1ccc(S(=O)(=O)N(C)C2CCS(=O)(=O)C2)cc1 (centres undefined) | -23 | 2 | -2 | -1 | 2 | 0 | -2 | 36 | i | 15
COc1ccc(N(CC(=O)N2CCC(C(N)=O)CC2)S(=O)(=O)c2ccccc2)cc1 | · | 0 | -3 | 0 | -2 | 1 | 0 | · | i | 4
O=C1c2ccccc2NC(c2ccco2)N1O (centres undefined) | -1 | 2 | -5 | -3 | 8 | 0 | 5 | 9 | i | 9
Cc1c(Cl)cccc1NC(=O)Nc1ccccc1C(N)=O | -3 | -6 | -3 | -9 | -10 | -4 | · | 11 | i | 10
COc1cccc(NC(=O)CSc2ncnc3c2cnn3Cc2ccccc2)c1 | 0 | -6 | 5 | -4 | 2 | 6 | 1 | 14 | i | 6
Cn1[nH]c(C(F)(F)F)c(C=NCc2ccc(Cl)cc2)c1=O | -1 | -1 | -2 | 2 | -1 | 6 | · | 9 | i | 10
O=[N+]([O-])c1ccc(Sc2nnnn2-c2ccccc2)nc1 | 0 | · | 3 | 4 | 0 | · | · | 96 | i | -5
COC(=O)c1sc2nc(C)cc(C)c2c1N | -4 | 3 | 0 | 0 | -1 | -10 | 1 | 35 | i | -3
